Bioassay records from PubChem BioAssay.
RNase H inhibition: RNase H inhibition, HIV 1 Gag Pol polyprotein, FRET biochemical assay, screening (AID 372) | HIV-1 RT RNase H, FRET RNA/DNA substrate fluorescence; higher % means a stronger effect | inhibition, % at 10 µM; hits with a dose series show IC50 in µM | 100,000 tested, 0.77% active; in the data active means inhibition above about 50%
* marks the source's active call; other numbers are inactive results. The list is partial; rates above refer to the full screens.

SMILES	RNase H inhibition
COc1ccc(OCCOc2ccc(/C=C3\SC(=S)N(C)C3=O)cc2)cc1	18.0%
O=C1C=C(c2cccc([N+](=O)[O-])c2)C(=O)N1c1ccc(Cl)c(Cl)c1	16.0%
c1cncc(CNc2cccc(-c3nc4ccccc4s3)c2)c1	11.0%
O=C1c2cccc3cccc(c23)C(=O)N1OCc1ccccc1	2.0%
CCN(CC)c1ccc(/C=N/NC(=O)CSc2nc3ccccc3n2Cc2ccccc2)c(O)c1	11.0%
COc1ccc(O)c(CN2CCN(Cc3ccccc3OC)CC2)c1	2.0%
CCN(CC)CCCCCCOc1cccc(OC)c1	4.0%
COc1ccc(C(CC(=O)c2ccccc2)C2CCCCC2=O)cc1 (stereo not drawn)	1.0%
CC1(C)CC(NC(=O)C(=O)NCCc2ccc(Cl)cc2)CC(C)(C)N1	6.0%
CCc1cccc2c1=NC(=O)C=2c1sc(=S)[nH]c1O	10.0%
Cc1ccc(C(=O)Nc2ccc(OCc3ccccc3)cc2)c(Cl)c1	4.0%
CCCC(=O)Nc1cccc(NC(=O)c2cccc(Cl)c2Cl)c1	18.0%
CCOC(=O)COc1ccc(/C=C2\C(=O)NC(=S)N(c3ccc(Cl)cc3)C2=O)cc1OC	1.0%
COc1cccc(/C=C/C(=C2\C(=O)N(c3ccccc3)N=C2C)c2ccc(Br)cc2)c1OC	12.0%
O=C(CCCN1C(=O)c2cccc3cccc(c23)C1=O)OCC(=O)c1ccc(F)cc1	27.0%
CCOc1ccc2c(c1)-c1c(sn(-c3ccccc3OC)c1=S)C(C)(C)N2	9.0%
Cc1cc(OCc2cnn(-c3ccccc3)c2)cc(O)c1-c1n[nH]c(C)c1Oc1ccccc1	12.0%
CCOc1ccc(C(=O)/C=C/c2c(Cl)cccc2Cl)cc1	20.0%
Cc1ccc(-c2cc(-c3ccccc3)nc(NN)n2)cc1	10.0%
O=c1cc(-c2cccc(I)c2)nc(-c2ccc(Cl)cc2Cl)o1	7.0%
CCN(CC)CCN(C)C1CCN(CC)CC1	6.0%
COc1cc(C2/C(=C(/O)c3ccccc3)C(=O)C(=O)N2c2cccc(C)c2)ccc1O (stereo not drawn)	3.0%
COC(=O)c1cc(NS(=O)(=O)c2ccc(N3CCOCC3)c([N+](=O)[O-])c2)cc(C(=O)OC)c1	5.0%
COc1ccc(OC)c(NC2=NS(=O)(=O)c3cc([N+](=O)[O-])ccc32)c1	2.0%
COc1ccc(C2CC(=O)C(C(C)C)C(c3ccc(OC)cc3)N2)cc1 (stereo not drawn)	4.0%
CCN(CC)CCCCCOc1ccc([N+](=O)[O-])cc1	8.0%
Cc1ccc(C)c(OCCn2cc(C=C3C(=O)NC(=S)NC3=O)c3ccccc32)c1	9.0%
Cc1ccc(/C(O)=C2/C(=O)C(=O)N(c3ccccc3)C2c2ccc(Cl)cc2)cc1 (stereo not drawn)	4.0%
Cc1ccc2nsnc2c1NC(=O)c1cc(Br)ccc1Cl	12.0%
CN1C(=O)C(=Cc2ccc(O)c([N+](=O)[O-])c2)C(=O)N(C)C1=O	5.0%
CC(C)c1ccc(/C=N/n2cnnc2)cc1[N+](=O)[O-]	5.0%
COc1ccc(COc2ccc3c(C)c(C)c(=O)oc3c2C)cc1	0.0%
COc1cc(OC)c(OC)cc1CN1CCN(Cc2ccc(OC)c(OC)c2OC)CC1	3.0%
O=C(N/N=C/c1ccncc1)C(O)c1ccccc1 (stereo not drawn)	0.0%
Cc1cc(C(c2ccccc2)c2cc(C)c(N)c(C)c2)cc(C)c1N	24.0%
C#CCOc1cc([N+](=O)[O-])ccc1N	11.0%
O=C(Cc1ccccc1)NC1C2CC3CC(C2)CC1C3 (stereo not drawn)	10.0%
Cc1ccccc1NC(=O)CC1c2ccccc2CC(C)(C)N1C (stereo not drawn)	11.0%
CCOc1cccc(NC(=O)/C(C#N)=C\c2cn(Cc3ccc(F)cc3)c3ccccc23)c1	6.0%
COc1cc(COCC(O)CN2CCCC(C)C2)cc(OC)c1OC (stereo not drawn)	12.0%
CCCCCCCCc1nnc(NC(=O)c2ccc(Cl)cc2)s1	0.0%
CCOc1ccc(/C=N/NC(=O)CCC(=O)Nc2cccc(C)c2)cc1	14.0%
O=C(N/N=C/c1cccc(O)c1)c1n[nH]c2c1CCCC2	0.0%
COc1ccc(-c2cnc(NC(=O)/C=C/c3cccs3)s2)cc1	0.0%
N#Cc1ccc(Oc2ccc(C(=O)Nc3ccc(I)cc3)cc2)cc1	12.0%

Given with each value named: entries from further up.
> CCOc1cccc(NC(=O)/C(C#N)=C\c2cn(Cc3ccc(F)cc3)c3ccccc23)c1
  RNase H inhibition: 6.0%
> CCOc1ccc(/C=N/NC(=O)CCC(=O)Nc2cccc(C)c2)cc1
  RNase H inhibition: 14.0%
> COc1ccc(-c2cnc(NC(=O)/C=C/c3cccs3)s2)cc1
  RNase H inhibition: 0.0%
> O=C(Cc1ccccc1)NC1C2CC3CC(C2)CC1C3 (stereo not drawn)
  RNase H inhibition: 10.0%

(listing goes on)
SMILES	RNase H inhibition
CC(Oc1ccccc1)C(=O)Nc1cccc(C(=O)Nc2ccccc2Cl)c1 (stereo not drawn)	0.0%
O=c1oc2ccc3ccccc3c2cc1-c1ccc(I)cc1	13.0%
CCCC1=NN2C(=N)/C(=C/c3cccc(OCc4ccccc4F)c3)C(=O)N=C2S1	9.0%
CC(=O)C1=C(O)C(=O)N(c2ccc(Br)cc2)C1c1ccc(F)cc1 (stereo not drawn)	9.0%
COc1cc(CN2CCN(Cc3cccc(Br)c3)CC2)cc(OC)c1OC	15.0%
Cc1[nH]nc2c1/C(=N/N)CC(C)(C)C2	13.0%
COC(=O)c1cc(NC(=O)c2ccc(Cl)c([N+](=O)[O-])c2)cc(C(=O)OC)c1	11.0%
NC1=NC(=O)/C(=C/c2cc(O)ccc2Cl)S1	13.0%
COc1ccc(N2C(=O)C(Cl)=C(Nc3ccc(F)cc3)C2=O)cc1	3.0%
Cc1ccc(S(N)(=O)=O)cc1NC(=O)COc1ccccc1	3.0%
CC1=NN(c2nc(-c3ccccc3O)cs2)C(=O)/C1=C\c1ccc(N(C)C)cc1	13.0%
COc1cccc(N2C(=O)/C(=C/c3ccc(O)c(OC)c3)SC2=S)c1	22.0%
CCOc1ccc(NC(=O)CCN2C(=O)/C(=C/c3ccccc3Cl)SC2=S)cc1	5.0%
CC(C)(C)CC(C)(C)NC(=O)CSCC(=O)Nc1ccc2ccccc2c1	22.0%
CCC(=O)Nc1nc(-c2ccc(C)c3ccccc23)cs1	29.0%

3 entries picked at random from the list so far, as already listed:
SMILES	RNase H inhibition
CCOc1cccc(NC(=O)/C(C#N)=C\c2cn(Cc3ccc(F)cc3)c3ccccc23)c1	6.0%
COc1ccc(OCCOc2ccc(/C=C3\SC(=S)N(C)C3=O)cc2)cc1	18.0%
CCOc1ccc2c(c1)-c1c(sn(-c3ccccc3OC)c1=S)C(C)(C)N2	9.0%

(continued)
SMILES	RNase H inhibition
O=C(CN1C(=O)/C(=C/c2ccc(Br)cc2)SC1=S)Nc1ncc(Cc2cccc([N+](=O)[O-])c2)s1	21.0%
COc1cccc(/C=C2\C(=O)NC(=O)N(c3cccc([N+](=O)[O-])c3)C2=O)c1	7.0%
O=C(CSc1nc2sc3c(c2c(=O)n1-c1ccccc1)CCCC3)c1cccs1	1.0%
c1ccc(CNc2nc(-c3cccs3)cs2)cc1	20.0%
Oc1ccc(Br)cc1/C=N/c1c(-c2ccco2)nc2ccccn12	15.0%
Cc1ccccc1NC(=O)CCC(=O)OCC(=O)c1ccc(Br)cc1	0.0%
O=C(c1ccccc1)N1CCN(S(=O)(=O)c2ccccc2)C1	19.0%
CCCn1c(C(O)c2ccc(N(C)C)cc2)nc2ccccc21 (stereo not drawn)	5.0%
O=C(NCc1ccccc1)C(=O)NN=C1CCCC1	1.0%
COc1cc(C(=O)Nc2ccc(C)c(C)c2)cc(OC)c1OC	8.0%
CC(C)OC(=O)c1c(-c2ccc(Cl)cc2Cl)csc1NC(=O)CCC(=O)O	9.0%
CN(C)c1ccc(NC(=O)C(=O)NCCC2=CCCCC2)cc1	16.0%
Cc1ccc(NC2=Nc3ccccc3CC2)cc1	4.0%
CCOc1ccc(C(=O)Nc2ncc([N+](=O)[O-])s2)cc1OCC	2.0%
Cc1cc(Br)c2c(c1)C(=O)C(=O)N2C	27.0%

Single values from the results shown.
CCN(CC)CCCCCOc1ccc([N+](=O)[O-])cc1 in RNase H inhibition → 8.0%
COc1ccc(C(CC(=O)c2ccccc2)C2CCCCC2=O)cc1 (stereo not drawn) in RNase H inhibition → 1.0%
CC(Oc1ccccc1)C(=O)Nc1cccc(C(=O)Nc2ccccc2Cl)c1 (stereo not drawn) in RNase H inhibition → 0.0%
c1ccc(CNc2nc(-c3cccs3)cs2)cc1 in RNase H inhibition → 20.0%

Next compounds follow.
SMILES	RNase H inhibition
O=C(c1ccc(Cl)cc1Cl)N1CCN(c2cc(N3CCCCC3)c(F)cc2[N+](=O)[O-])CC1	6.0%
O=C(CN1C(=O)c2cccc3cccc(c23)C1=O)NCCN1CCOCC1	1.0%
COc1cccc(N=Cc2ccc(O)cc2O)c1	44.0%
COc1cc(/C=C2\C(=O)NC(=O)N(c3cccc(F)c3)C2=O)ccc1OCc1cccc(C(=O)O)c1	7.0%
Cc1sc(CO)c(Sc2ccccc2)c1C(=O)O	6.0%
CCN(CC)CCOc1c(Cl)cc(C)cc1Cl	2.0%
O=c1nc(-c2ccccc2)sc2ccccc12	19.0%
COc1ccc(OC)c(NC(=O)CN(c2cc(OC)ccc2OC)S(C)(=O)=O)c1	5.0%
CCCNC(=O)c1c(NC(=O)c2cccc(C)c2)sc2c1CCCC2	15.0%
CCOC(=O)C1=C(C)NC2=C(C(=O)CC(c3ccccc3)C2)C1c1cccc([N+](=O)[O-])c1 (stereo not drawn)	15.0%
CCCCOC(=O)c1ccc(NC(=O)C2CC(=O)N(c3ccc(C)cc3)C2)cc1 (stereo not drawn)	6.0%
CCn1c(SCC(=O)c2ccc(Br)cc2)nc2sc3c(c2c1=O)CCC3	15.0%
O=[N+]([O-])c1ccc(C=Nc2cccc(C(F)(F)F)c2)cc1	15.0%
Nc1ccc2nn(-c3ccc(Cl)cc3)nc2c1	1.0%
Cc1cc2nc(-c3cccc(NC(=O)c4cccs4)c3)oc2cc1C	24.0%
CSc1nnc2c(n1)[nH]c1c(C)cccc12	10.0%
COc1ccc(Br)cc1/C=N/N=C1/NC(=O)CS1	0.0%
COc1ccc(C2NC(=O)NC(C)=C2C(=O)Nc2cccc(Cl)c2)cc1 (stereo not drawn)	0.0%
O=C1/C(=C/c2ccc(O)c(O)c2)SC(=S)N1c1ccc(O)cc1	3.5µM*
Brc1ccc(-c2nnc3ccc(N4CCCCC4)nn23)cc1	15.0%
COc1ccc(C(C2=C(O)CC(C)(C)CC2=O)C2C(=O)CC(C)(C)CC2=O)c2ccccc12 (stereo not drawn)	14.0%
c1ccc(OCCCCN2CCOCC2)cc1	1.0%
Cc1ccc(-c2nc3sc4c(c3c(=O)o2)CCCCC4)cc1	8.0%
O=C1/C(=C/c2ccc(Cl)cc2Cl)SC(=S)N1C1CCS(=O)(=O)C1 (stereo not drawn)	16.0%
Cc1cc(/C=C2/C(=O)NC(=O)N(Cc3ccco3)C2=O)c(C)n1-c1ccc(Cl)cc1	12.0%
C/C(=N/Nc1cc(-n2nc(C)cc2C)nc(C)n1)c1ccc(I)cc1	0.0%
Cc1ccc(C2Nc3ccccc3C(=O)N2c2ccc(Br)cc2)cc1 (stereo not drawn)	9.0%
Cc1ccc(-c2csc(/C(C#N)=C/Nc3cccc(Br)c3)n2)cc1	8.0%
CCN(CC)c1ccc(C(=O)NCC(=O)OC)cc1	10.0%
C=CCc1ccc(OCCCOc2cccc(C=O)c2)c(OC)c1	16.0%
NC(=O)c1ccc(NC(=O)CCC(=O)O)cc1	5.0%
CN1C(=O)C(=Cc2ccc(I)o2)C(=O)N(C)C1=S	21.0%
COc1cc(C(=O)NC(=S)Nc2cccc(-c3nc4ccccc4o3)c2C)cc(OC)c1OC	13.0%
COc1ccc(-c2cc(C(F)(F)F)n3nc(C(=O)Nc4cccc(C(C)=O)c4)c(Cl)c3n2)cc1OC	0.0%
CN1CCN(C2CC(=O)N(c3cc(Cl)cc(Cl)c3)C2=O)CC1 (stereo not drawn)	6.0%
O=C(NN1CCOCC1)c1cccc(Br)c1	3.0%
O=C(CC(=O)c1ccccc1Cl)c1ccccc1O	8.0%
CCOc1ccc(NC(=O)c2ccoc2C)cc1	0.0%
COc1ccc(C(=O)N2CCN(c3cccc(C)c3C)CC2)cc1OC	5.0%
C/C(=N\OCc1nc2c3c4c(sc3ncn2n1)CCCCC4)c1ccc(C)cc1	6.0%
Nc1ccc(NC(=O)c2cccc(C(=O)Nc3ccc(N)cc3Cl)c2)c(Cl)c1	0.0%
O=C1C2C(C(=O)N1c1ccccc1[N+](=O)[O-])C1C=CC2C12CC2 (stereo not drawn)	2.0%
O=C(COc1ccccc1)Nc1ccc(S(=O)(=O)N2CCCCCC2)cc1	10.0%
O=C(Nc1cccc(Cl)c1Cl)c1cc(-c2cccs2)nc2ccccc12	11.0%
COc1cc(OC)c(OC)cc1CN1CCN(C(=O)c2ccccc2F)CC1	0.0%
O=C(Nc1ccc(OCc2ccccc2)cc1)Nc1cccc(Cl)c1	22.0%
O=c1c(C=Nc2cccc(F)c2)c(C(F)(F)F)[nH]n1-c1ccc([N+](=O)[O-])cc1	2.0%
Cc1ccc(C(=O)Nc2cccc(NC(=O)c3ccccc3Cl)c2)cc1C	28.0%
CC1=C(C)CC2C(=O)N(c3ccccc3C)C(=O)C2C1 (stereo not drawn)	7.0%
Cc1cc(/C=C2\SC(=O)NC2=O)c(C)n1-c1ccc(OCc2ccccc2Cl)cc1	21.0%
C/C(=N\Nc1nc(-c2ccc(C)cc2)nc2ccccc12)c1ccc(N)cc1	7.0%
O=C(COc1ccccc1Cl)NCc1cccnc1	3.0%
Cc1cc2c(cc1C)C(c1cccc(Cl)c1)CC(=O)N2 (stereo not drawn)	34.0%
COc1ccc(OC)c(/C=N/n2nnnc2N)c1	2.0%
